AT treatment – potential ataxia-telangiectasia treatments restoring KAP-1 phosphorylation. 320,000 compounds, 0.19% hits. […] A-T fibroblasts, KAP-1 phosphorylation AlphaLISA; neocarzinostatin DNA damage 30 min before lysis. Potency, µM (series often up to 57.5 µM), inactives show at the highest dose activation, actives largely listed as activators; note: potency is the fitted concentration of half-maximal effect; % of control where 0% means no effect; nearly all actives have a fitted effect of over 45% in size
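ATM-like activity read as KAP-1 phosphorylation via AlphaLISA donor/acceptor antibody pairs after lysis and 6 hr at 25C. Cells were ATM-null patient fibroblasts ([…], hTERT), dosed 60 min, then exposed to the DSB inducer NCS for 30 min.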
Menin-MLL TR inh – displaces Texas Red mutant MLL peptide from human menin; Potency, µM (highest dose often 61.6 µM), for the others: top-dose FP activity change, negative = inhibition, usual class: inhibitors; O00255; Menin + Texas Red MLL mutant peptide, fluorescence polarization; AID 1768; 270,000 compounds, 0.23% hits; active = well fitted inhibition curve with a large enough effect in the polarisation, with a control signal flat, not every such curve was filed as active; inconclusive = small, poorly fitted or top-dose-only effect, or effect the other way, or a change in a side signal; inactive = no such curve, though single readings can be large or run the other way; the % refers to the polarisation; note: potency is the fitted concentration of half-maximal effect; % of control where 0% means no effect; many of its hits are not listed in these tables
Target sequence (O00255 whole entry, looked up): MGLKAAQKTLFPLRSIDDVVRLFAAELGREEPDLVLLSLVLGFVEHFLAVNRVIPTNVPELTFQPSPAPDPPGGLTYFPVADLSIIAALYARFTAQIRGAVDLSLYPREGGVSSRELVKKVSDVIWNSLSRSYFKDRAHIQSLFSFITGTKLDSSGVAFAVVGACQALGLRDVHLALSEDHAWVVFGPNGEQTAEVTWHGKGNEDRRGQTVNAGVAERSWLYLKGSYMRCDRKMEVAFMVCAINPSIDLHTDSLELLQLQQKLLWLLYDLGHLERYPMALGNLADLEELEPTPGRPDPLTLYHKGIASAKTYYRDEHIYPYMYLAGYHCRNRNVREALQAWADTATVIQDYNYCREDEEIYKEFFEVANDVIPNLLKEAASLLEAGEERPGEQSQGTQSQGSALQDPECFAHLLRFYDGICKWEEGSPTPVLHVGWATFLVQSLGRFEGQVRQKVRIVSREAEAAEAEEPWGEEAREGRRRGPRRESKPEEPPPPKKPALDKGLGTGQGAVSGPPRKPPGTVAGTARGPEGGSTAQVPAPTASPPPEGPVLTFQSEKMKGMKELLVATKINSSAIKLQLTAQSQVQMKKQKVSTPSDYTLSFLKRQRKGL
TSHR antag – antagonists of human thyroid stimulating hormone receptor | activity change, negative = inhibition, % at 11.5 µM | P16473 | 330,000 compounds, 0.2% hits | TSHR-expressing cells, TSH-stimulated cAMP HTRF, 2 h; active compounds read low | AID 504810;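 active = activity change below a set negative limit, meaning inhibition stronger than a set level, cut at about -70% in these data; inconclusive = activity change between two set negative limits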; note: % is set by controls: 0 for no effect and ±100 for the full control effect
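Inhibition of cAMP made by TSHR-expressing cells under TSH stimulation (4nM final, EC80; 2 h, 37 deg C) is quantified with a one-step lysis HTRF kit, anti-cAMP cryptate versus cAMP-d2.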
MBNL1 CUG block – MBNL1-poly(CUG) RNA binding inhibition | Q9NR56 | TR-FRET MBNL1-His/biotin-(CUG)12 binding, 665/545 ratio | 280,000 compounds, 0.036% hits | Potency, µM (titrated, usually from 57.5 µM), for inactives: at the top dose activity change, negative = inhibition, most hits filed as inhibitors | AID 2675; active = well fitted inhibition curve with a large enough effect in the signal ratio, with a control signal flat, not every such curve was filed as active; inconclusive = small, poorly fitted or top-dose-only effect, or effect the other way, or a change in a side signal; inactive = no such curve, though single readings can be large or run the other way; the % refers to the signal ratio; note: potency is the fitted concentration of half-maximal effect; % is set by controls: 0 for no effect and ±100 for the full control effect
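Compound titration spanned 92 nM–58 uM against the MBNL1-His/biotin-(CUG)12 complex. After 60 min at room temperature with 5 nM streptavidin-XL665 and 0.055 ng/ul terbium anti-His, ratiometric 665/545 nm emission (Ex 340 nm) normalized to controls.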
CXXC DNA block – MLL CXXC-DNA interaction inhibition; Q03164; Potency, µM (highest dose often 115 µM), for the others: at the highest dose activity change, negative = inhibition, most hits filed as inhibitors; 290,000 compounds, 0.037% hits; MLL-CXXC / FITC-HOXA9 DNA fluorescence polarization; AID 2662; active = well fitted inhibition curve with a large enough effect in the polarisation, with a control signal flat, not every such curve was filed as active; inconclusive = small, poorly fitted or top-dose-only effect, or effect the other way, or a change in a side signal; inactive = no such curve, though single readings can be large or run the other way; the % refers to the polarisation; note: potency is the fitted concentration of half-maximal effect
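Steps: dispense CXXC domain solution (7 uM) → pin compounds or unlabeled HOX-A9 DNA control → 5 min ambient → add FLSN-HOX-A9 solution (50 nM) → spin → 30 min ambient → fluorescence polarization. Tris pH 7.5/NaCl/DTT/BSA buffer.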
TSG101-PTAP inh – blocks PTAP/TSG101 interaction to inhibit HIV-1 budding; Q99816; Fluorescence polarization, FITC-PTAP peptide / Tsg101 binding; Potency, µM (doses to about 115 µM), without a hit: at the top dose activity change, negative = inhibition, actives largely listed as inhibitors; 340,000 tested, under 10 active; active = well fitted inhibition curve with a large enough effect in the main read-out, with a control signal flat, not every such curve was filed as active; inconclusive = small, poorly fitted or top-dose-only effect, or effect the other way, or a change in a side signal; inactive = no such curve, though single readings can be large or run the other way; note: potency is the fitted concentration of half-maximal effect; % of control where 0% means no effect
Target sequence (Q99816 whole entry, looked up): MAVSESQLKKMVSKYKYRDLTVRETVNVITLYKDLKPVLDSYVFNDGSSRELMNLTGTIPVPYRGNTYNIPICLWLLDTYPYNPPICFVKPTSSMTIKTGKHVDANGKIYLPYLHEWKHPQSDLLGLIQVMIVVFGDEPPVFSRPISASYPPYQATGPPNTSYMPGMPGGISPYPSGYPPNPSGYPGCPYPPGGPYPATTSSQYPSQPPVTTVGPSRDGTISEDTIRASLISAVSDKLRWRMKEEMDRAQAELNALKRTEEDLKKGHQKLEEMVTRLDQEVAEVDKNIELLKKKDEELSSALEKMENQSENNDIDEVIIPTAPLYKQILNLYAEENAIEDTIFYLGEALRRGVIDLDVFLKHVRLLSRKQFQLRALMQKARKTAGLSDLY
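Tsg101 binding domain (10 uM final) was mixed with compound and a FITC-labeled PTAP peptide (50 nM final) in HEPES pH 7.5 buffer with NaCl, Tween 20, EDTA and TCEP; fluorescence polarization was read after 20 min at r.t.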
Integrin act MD – integrin-mediated muscular dystrophy alleviation activation; alpha7betagal myoblasts, beta-gal FDG fluorescence, 48 h; Potency, µM (doses to about 38.3 µM), for the others: top-dose activation, actives largely listed as activators; 350,000 compounds, 0.064% hits; AID 624291;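 note: potency is the fitted concentration of half-maximal effect; 100% = response of the positive control SU9516; nearly all actives have a fitted effect of over 60% in size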
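Alpha7betagal+/- myoblasts (passage 13) were plated 16-24 hr, then exposed to compounds (1:260 dilution of DMSO stock) for 48 hours at 37C. After MPER lysis, β-galactosidase reporter activity was read as FDG fluorescence (ex 480/em 540) after 30 minutes.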
Mito fusion act – blocks mitochondrial division or promotes mitochondrial fusion. S. cerevisiae fusion-defective mutant growth rescue, CellTiterGlo 48 h. Potency, µM (doses to about 46.1 µM), for the others: at the top dose growth rescue (activation), usual class: activators. 320,000 compounds, 0.23% hits;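 note: potency is the fitted concentration of half-maximal effect; % of control where 0% means no effect; nearly all actives have a fitted effect of over 45% in size; temperature-sensitive fusion mutants such as fzo1-1 at 37 °C on non-fermentable ethanol glycerol medium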
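Temperature-sensitive fusion-defective S. cerevisiae (e.g. fzo1-1, mgm1-5) were grown with compound in YPEG medium (3% ethanol, 3% glycerol) for 48 hours at 37C. Growth rescue was measured as viability by CellTiterGlo luminescence after 10 minutes at ambient.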
TCR act – T cell receptor activation; 330,000 tested, under 10 active; primary human leukocytes, anti-CD3, IL-2 HTRF, 48 h; Potency, µM (titrated, usually from 9.22 µM), inactives show at the top dose activation of IL-2 secretion, hits mostly activators; AID 504894; note: % of control where 0% means no effect
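IL-2 release read by HTRF sandwich (Eu cryptate donor, d2 acceptor, 665 nm emission) after 48 hr exposure of primary human leukocytes to compound together with anti-CD3 beads in the absence of co-stimulatory signals.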
ASM inhibitor – blocks human secretory acid sphingomyelinase | placental ASM, HMU-PC fluorogenic substrate, 60 min | Potency, µM (titrated, usually from 57.5 µM), inactives show at the highest dose activity change, negative = inhibition, hits mostly inhibitors | 340,000 compounds, 0.006% hits | AID 504937; note: potency is the fitted concentration of half-maximal effect
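qHTS format. ASM enzyme prepared from human placenta hydrolyses the fluorogenic substrate HMU-PC0 (9 uM final) over 60 min at 37 °C after a 10 min compound preincubation.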
* = called active by the depositor; ? = inconclusive; . = not tested or not shown; [ ] = another dose, or the depositor's remark. Unless noted, calls come from the whole dose curve; as a rule, active = well fitted curve in the direction sought with a large enough effect; inconclusive = small, poorly fitted or top-dose-only effect, or another doubt; inactive = no such curve, though single readings can be large; an effect the other way counts as inactive or inconclusive. This is a subset; rates above refer to the full screens.

SMILES	AT treatment	Menin-MLL TR inh	TSHR antag	MBNL1 CUG block	CXXC DNA block	TSG101-PTAP inh	Integrin act MD	Mito fusion act	TCR act	ASM inhibitor
CC1CCN(C(=O)C(Cc2ccccc2)NS(=O)(=O)c2ccc3c(c2)oc(=O)n3C)CC1 (stereo not drawn)	17.4%	-2.8%[11.7 µM]	1.8	-13.2%	-10.7%	0.2%	-7.5%	0.1%	1.2%	-1.8%
N#CCOc1nc(N2CCOCC2)nc(N2CCOCC2)n1	-7.3%	12.9%	-2.1	-6.3%	3.1%	-12.4%	-4.0%	0.1%	11.0%	4.8%
CC(C)n1nccc1NC(=O)COC(=O)c1ccc(NC(N)=O)cc1	0.4%	.	32.9	.	.	-0.7%	0.0%	.	8.9%	8.7%
Cc1ccc(S(=O)(=O)CCC(=O)NCc2ccco2)cc1	3.3%	.	14.1	-5.9%	14.4%	-1.4%	-15.5%	-0.5%	0.8%	-1.3%
Cc1cc(C)cc(NS(=O)(=O)c2ccc(F)cc2)c1	-3.8%	.	-5.1	-5.8%	19.7%	-6.6%	11.9%	-0.1%	-5.5%	5.2%
COc1ccc(C(=O)c2cc([N+](=O)[O-])ccc2N2CCOCC2)cc1	-4.2%	10.7%	17.0	?	4.7%	-5.2%	-2.9%	0.0%	3.0%[46.1 µM]	-2.1%
CC(=O)N(CCC1(C(C)C)CCOC(C)(C)C1)C(C)c1cccs1 (stereo not drawn)	5.4%	.	-0.6	-4.1%	-3.3%	-1.9%	0.6%	6.6%	4.4%	0.8%
Cc1ccc(-c2noc(CCC(=O)Nc3ccc(C)cn3)n2)cc1	3.6%	20.1%	24.3	-2.4%	-3.6%	0.7%	-5.8%	-0.6%	10.5%	3.3%
CN1CCN(c2ccc(C(CC(N)=O)NC(=O)Cc3cccc4ccccc34)cc2[N+](=O)[O-])CC1 (stereo not drawn)	3.8%	8.4%	0.4	?	1.5%	0.2%	27.5%	-0.2%	2.1%	1.5%
CCOC(=O)N1CCN(C/C(C)=C/c2ccccc2)CC1	6.4%	-11.0%	-5.3	-22.3%	2.5%	-4.0%	-23.6%[7.66 µM]	4.2%	4.1%	1.2%
CCc1ccc(CN(C)Cc2nc(-c3cccc(Cl)c3)no2)nc1	9.3%	-6.4%	-3.0	-6.7%	-1.5%	0.5%	9.9%	7.1%	-4.2%	-0.3%
CCc1nnc(SCC(=O)Nc2ccc(NC(C)=O)cc2)n1-n1cccc1	5.2%	.	1.5	.	.	-9.7%	-5.6%	-8.2%	-2.7%	1.9%
N#CCCN=C(NS(=O)(=O)c1ccccc1)c1ccccc1	-1.8%	-0.6%	21.1	-5.5%	35.7%[activator]	0.3%	-23.0%	14.7%	-1.6%	2.8%
COc1ccc(-c2csc(NC(=O)Nc3ccccc3)n2)cc1	-10.5%	?	-4.8	7.8%	22.9%	-4.3%	16.2%	4.1%	-2.7%	-1.1%
O=[N+]([O-])c1ccc2c(c1)nc1n2CCN(c2ccccc2)C1	-1.1%	.	-7.3	?	5.0%	-0.6%	?	-9.8%	-2.1%	-2.0%
CC(=O)c1ccc(OCCCC(=O)N2CCN(S(=O)(=O)c3cc(C)ccc3C)CC2)cc1	0.9%	.	13.4	.	.	1.5%	-27.2%	14.8%	5.0%	0.0%
O=S(=O)(c1ccccc1)N(Cc1ccccn1)Cc1ccccn1	-3.9%	-1.8%	-15.0	-1.4%	61.5%[activator]	-5.5%	9.5%	11.0%	-4.3%	-0.8%
O=C(Nc1ccccc1C(=O)N1CCCCC1)C1CCCCC1	-5.8%	-5.9%	-2.1	0.6%	-12.5%	-5.8%	4.1%	1.8%	-6.4%	1.6%
C/C(=N/OC(=O)c1ccccc1Br)c1ccc(C)cc1	28.2%	5.3%	6.7	-6.4%	-5.6%	-2.6%	-16.8%	9.5%	2.5%	6.9%
NC(=O)CC(NC(=O)Cc1ccc(Br)cc1)c1ccc(NCc2ccccn2)c([N+](=O)[O-])c1 (stereo not drawn)	-50.0%	.	-3.5	?	-7.8%	1.5%	-17.1%	0.7%	5.0%	-7.7%
CCCC(c1nnnn1CCOC)N1CCN(Cc2ccccc2)CC1 (stereo not drawn)	.	-12.4%	-10.5	?	-0.7%	-0.9%	0.7%	-2.8%	-3.6%[46.1 µM]	6.6%
COC(=O)CSc1nnc(CNC(=O)c2ccccc2OC)n1C	-8.2%	13.4%	15.8	-11.5%	10.3%	.	0.7%	0.1%	.	-2.0%
Cc1cc(-n2[nH]c(C)c(C)c2=O)nc(-c2ccccc2O)n1	12.6%	19.7%	-10.2	2.3%	?	-3.4%	6.4%	6.3%	4.8%	-11.4%
COc1ccc(CCN=C(N)NS(=O)(=O)c2ccc(C)cc2)cc1OC	-5.9%	0.8%	-22.7	0.7%	-1.3%	0.9%	32.2%	27.2%	-5.4%	0.5%
O=C(Nc1cccc(Br)c1)c1ccc(CN2CCc3ccccc3C2)cc1	4.0%	56.6%[activator]	-44.8	-13.1%	12.4%	-2.0%	-26.4%	-15.8%	-5.3%	-7.2%
CC(=O)c1c(O)cc(=O)n(-c2ccccc2)c1-c1cccc2ccccc12	2.6%	.	-5.5	18.7%	-10.4%	-1.0%	7.9%	-0.2%	-6.3%	-5.2%
CCC(=O)NCc1c(Cl)cccc1-n1cccc1	1.0%	-15.0%	7.7	-7.4%	-8.2%	-4.6%	-5.5%	-2.3%	-29.3%	2.7%
O=C1C=C(c2ccccc2)C(c2ccccc2)C1 (stereo not drawn)	.	.	.	.	.	-4.7%	0.0%	.	-0.7%	-2.9%
CCC(=O)c1ccc(N2CCN(C(=O)c3ccccc3Br)CC2)c(F)c1	-2.7%	?	-15.4	-3.3%	7.5%	-0.5%	25.4%	1.3%	-2.7%	-0.3%
O=C1CSC(c2ccccc2)N1c1ccc([N+](=O)[O-])cc1 (stereo not drawn)	4.1%	-0.4%	4.7	?	-2.9%	-0.9%	25.8%	0.8%	.	1.5%
NC12NC(=O)C3(O)C4C5CC(C6C5C3C61)C42 (stereo not drawn)	0.7%	-13.8%	29.6	-28.3%	-10.5%	-9.2%	7.4%	-1.7%	-7.9%	4.7%
Cc1cc(C)nc(SCC(=O)Nc2ncccn2)n1	0.7%	0.0%	1.5	-9.4%[11.5 µM]	-3.1%	.	.	-1.6%	3.4%[46.1 µM]	.
Cc1ccc(NC(=O)c2cccc(OCc3c(C)noc3C)c2)cc1	-0.1%	11.4%	1.4	0.9%	1.7%	-2.4%	5.5%	-6.9%	-8.2%	-10.6%
COc1cc(NC(=O)CSCc2cnn(-c3ccccc3)c2-n2cccc2)cc(OC)c1	1.4%	14.2%	7.1	2.0%	-4.1%	-8.1%	-52.4%[inhibitor]	?	-4.4%[46.1 µM]	-5.6%
CCCc1cc(C(N)=O)c(NC(=O)c2cc(C)on2)s1	-4.7%	-3.2%	-13.4	0.3%	9.4%	-0.2%	-20.8%	-19.0%	-6.6%	-3.2%
Cc1cccc(CN2CCC(N3CC(C)OC(C)C3)CC2)c1 (stereo not drawn)	-0.8%	-1.3%	11.7	-7.6%	-14.0%	1.2%	17.8%	4.7%	.	-5.1%
CC(C)CNC(=O)c1cccc(Cn2cc(Cl)cn2)c1	5.1%	12.2%	4.2	-2.3%	-6.8%	-0.2%	-0.7%	-4.3%	4.5%	1.0%
O=C(NNC(=O)C1CCN(Cc2ccccc2)CC1)c1cccs1	1.4%	1.5%	-2.3	1.6%	5.4%	-0.6%	4.1%	2.3%	-3.5%	-1.8%
CCN1CCSc2ccc(C(=O)NCc3ccccc3Br)cc21	-1.6%	9.3%	5.9	22.6%	.	-2.9%	7.4%	-0.4%	-3.9%	.
N#CC1=C(N)Nc2nc3ccccc3n2C1c1ccc(F)cc1 (stereo not drawn)	3.4%	-26.4%	-4.8	-8.8%	3.7%	-2.5%	-3.4%	24.8%	-0.7%[46.1 µM]	24.4%
CCCn1nc2cc(C(=O)NCCc3ccc(C)cc3)ccc2c1OCC	4.7%	-24.0%	6.7	17.6%	7.1%	-6.4%	27.6%	-2.2%	12.4%	16.2%
CCOC(=O)c1ccc(NC(=O)c2nc[nH]c2C(=O)N[C@H](C)c2ccccc2)cc1	?	.	1.5	2.7%	?	-4.3%	-45.5%[inhibitor]	21.1%	-8.8%	-29.9%

Compound activity from PubChem BioAssay.
